# CRFBP-R2 agonist – agonists of human CRF-binding protein/CRF-R2 receptor complex | HEK293 CRF-R2/CRF-BP, calcium dye fluorescence (FLIPR); percent of saturating CRF peptide response | activation, % at 13.2 µM | 350,000 tested, 0.46% active | AID 588473;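 active means activation of at least 50%, plus an integration ratio under a set limit after plate pattern correction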;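 further: plate controls were neutral control wells without compound for no effect and CRF at EC100 for full effect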
# M5 PAM – potentiates acetylcholine response at human M5 receptor; P08912; CHO-K1 hM5, Fluo-8 calcium, ACh EC20 PAM; 0% = ACh EC20, 100% = ACh EC100; activation, % at 3 µM; 360,000 tested, 0.3% active; AID 624038;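 active means activation above the run cutoff, the mean activation of all test compounds plus 3 SD, cut at about 18% in these data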
# Target sequence (P08912 whole entry, looked up): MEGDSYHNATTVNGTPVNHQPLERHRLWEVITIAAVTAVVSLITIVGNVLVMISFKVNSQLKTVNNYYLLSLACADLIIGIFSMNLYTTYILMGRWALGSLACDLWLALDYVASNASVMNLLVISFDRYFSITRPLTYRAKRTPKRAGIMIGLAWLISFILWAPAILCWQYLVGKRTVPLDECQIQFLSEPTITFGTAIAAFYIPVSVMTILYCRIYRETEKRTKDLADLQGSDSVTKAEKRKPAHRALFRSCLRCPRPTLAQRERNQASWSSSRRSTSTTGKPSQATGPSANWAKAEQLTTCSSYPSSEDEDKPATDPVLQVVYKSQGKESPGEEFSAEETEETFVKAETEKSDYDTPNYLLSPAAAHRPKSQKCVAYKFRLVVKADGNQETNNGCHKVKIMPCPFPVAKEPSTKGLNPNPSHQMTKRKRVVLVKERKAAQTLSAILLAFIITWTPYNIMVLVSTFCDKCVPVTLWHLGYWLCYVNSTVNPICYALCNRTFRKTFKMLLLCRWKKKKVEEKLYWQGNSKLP
#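 System – CHO-K1 hM5 cells · Compound – 3 µM, single dose · Incubation – compound preincubation 140 s before EC20 acetylcholine addition · Technique – Fluo-8 calcium fluorescence · Measure – Max/basal fluorescence ratio as % of EC20–EC100 ACh window · Benchmarks – low control EC20 acetylcholine (0%), high control EC100 acetylcholine (100%) · Replication – singlicate, one well per test compound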
# TAAR1 antag – human TAAR1 antagonism | Q96RJ0 | CHO RD-HGA16 TAAR1, Fluo-8 calcium fluorescence, antagonist | inhibition, % at 3 µM | 360,000 tested, 1.5% active | AID 624466;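 active means inhibition above a per-plate cutoff, the mean inhibition of test compounds on that plate plus 3 SD, cut at about 49% in these data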;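 further: 0% = DMSO plus EC80 beta-PEA response and 100% = DMSO alone without agonist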
#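 Test system: CHO RD-HGA16 cells bearing hTAAR1 | Reagent: β-PEA, EC80 | Compound dosing: 3 µM, single point | Schedule: Dye loading 75 min at 37 °C, then 30 min room temperature | Signal: Calcium fluorescence with Fluo-8 | Evaluation: Percent inhibition of PEA-evoked calcium signal, max/basal emission ratio | Control set: DMSO-only wells and EC80 β-PEA-stimulated wells | Repeats: Singlicate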
# M5 antag – blocks acetylcholine activation of human M5 receptor. inhibition, % at 3 µM. 360,000 tested, 0.59% active. CHO-hM5 cells, Fluo-8 calcium fluorescence, ACh EC80. P08912;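 active means inhibition above a per-plate cutoff, the mean of that plate's test compounds plus 3 SD, cut at about 27% in these data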;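 further: 0% = acetylcholine EC80 with DMSO and 100% = DMSO without agonist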
# CRFR2-BP antag – antagonists of CRF-binding protein/CRF-R2 receptor complex | HEK293 CRF-R2/CRF-BP, CRF-induced calcium fluorescence | inhibition, % at 11.8 µM | 350,000 tested, 0.59% active;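 active means inhibition of the ligand-induced calcium signal above about 50% at the single tested concentration, limit read from the data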
# CHRM5 agonist – agonists of human muscarinic M5 receptor (CHRM5); P08912; CHO-K1 hM5 cells, Fluo-8 calcium fluorescence; 0% DMSO wells, 100% maximal acetylcholine response; activation, % at 3 µM; 360,000 tested, 0.19% active; AID 624037;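 active means activation above the run's mean over test compounds plus 3 SD, cut at about 23% in these data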;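 further: signal is peak over basal fluorescence ratio across the kinetic read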
# M1 PAM parental – M1 PAM counterscreen hit in parental CHO-K1 cells; ATP EC20, Fluo-8 calcium fluorescence; 0% at ATP EC20, 100% at ATP max; activation, % at 3 µM; 360,000 tested, 0.02% active; AID 602247;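 active means activation above the run cutoff, the mean activation of all test compounds plus 3 SD, cut at about 40% in these data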;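 further: peak over basal fluorescence ratio in a 140 s read after ATP addition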
# TAAR1 agonist – agonists of human TAAR1; Q96RJ0; CHO RD-HGA16 TAAR1, Fluo-8 calcium fluorescence; vehicle wells 0%, saturating PEA agonist 100%; activation, % at 3 µM; 360,000 tested, 0.99% active;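 active means activation above the mean activation of all test compounds in the run plus 3 SD, cut at about 38% in these data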
#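 Assay system: CHO-derived RD-HGA16 cells with stable Gα16 and human TAAR1; timing: 17-24 h seeding, 75 min 37 °C dye, 30 min RT; read-out: % activation from peak over basal fluorescence ratio, DMSO-to-PEA scaled; measured by: kinetic Fluo-8 calcium fluorescence; benchmarks: low control DMSO, high control PEA (EC100); doses: 3 µM single concentration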
# M4 PAM – potentiates acetylcholine response at human M4 receptor. P08173. CHO-K1 hM4/Gqi5, Fluo-8 calcium fluorescence, ACh EC20; 0% = ACh EC20, 100% = maximal ACh. activation, % at 3 µM. 360,000 tested, 0.4% active;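 active means activation above its plate's cutoff, the mean activation of sample wells plus 3 SD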; further: some results filed as inactive read as strong as hits
# * = called active by the depositor.
1	Cc1ccc([N+](=O)[O-])cc1N=C(c1cccc(Br)c1)N1CCOCC1
2	COc1ccccc1CNS(=O)(=O)c1c(C)[nH]c(C)c1C(=O)N1CCCCC1
3	Cc1[nH]c2c(C)cccc2c1CC(=O)O
4	CCOC(=O)c1nn(-c2ccccc2C)c(=O)c(C#N)c1C
5	C=CCNC(=O)COc1ccc(S(=O)(=O)Nc2ccc(OCC)cc2)cc1
6	CCOC(=O)C(=NC(C)CC)NNc1ccc(Br)cc1 (stereo not drawn)
7	Cc1csc(NC(=O)CSc2nccn2C)n1
8	COc1ccc(C(C)C)cc1S(=O)(=O)NCc1ccccn1

Assay by compound,1,2,3,4,5,6,7,8
CRFBP-R2 agonist,-0.1,-1.6,-0.6,-1.5,4.4,1.9,0.1,-2.3
M5 PAM,-2,7,5,8,-8,-5,1,8
TAAR1 antag,-12,-17,-4,9,-3,-16,-17,-15
M5 antag,-4,-2,-6,0,6,13,-9,-8
CRFR2-BP antag,-18,-4,9,20,-15,-37,5,-2
CHRM5 agonist,-7,-4,-1,-2,6,-3,-2,0
M1 PAM parental,-3,8,17,17,4,21,-5,6
TAAR1 agonist,10,1,1,5,13,6,5,5
M4 PAM,-3,0,2,4,-4,1,1,19

9	CCOC(=O)CSc1nnc(CNC(=O)c2cccs2)n1Cc1ccccc1
10	CCOc1ccc(C2C(C(=O)c3cccs3)=C(O)C(=O)N2Cc2cccnc2)cc1OC (stereo not drawn)
11	CC(=O)NC(=S)Nc1sc2c(c1C#N)CCCCC2
12	O=C(C[C@H]1C[C@H](C(=O)N2CCOCC2)[C@@]2(CCC3CCCC3)c3[nH]c4cc(-c5ccco5)ccc4c3CCN2C1=O)NCC12CC3CC(CC(C3)C1)C2
13	CC(C)(C)C(=O)NCCc1nc2ccccc2n1CC(=O)c1ccc(Cl)cc1
14	Cc1ccc(C(C)C)c(OCc2n[nH]c(=S)o2)c1
15	Cc1oc(-c2ccccc2F)nc1CS(=O)CC(=O)NCc1ccc(Cl)cc1 (stereo not drawn)
16	CCc1cccc(C)c1NC(=O)C1C2CCC(O2)C1C(=O)O (stereo not drawn)

Assay by compound,9,10,11,12,13,14,15,16
CRFBP-R2 agonist,1.8,2.6,2.9,-0.9,-8.4,0.6,0.4,0.2
M5 PAM,-1,2,-20,0,1,-1,0,-10
TAAR1 antag,1,-19,31,-21,-10,0,-9,-19
M5 antag,-11,2,20,-9,-8,5,3,-1
CRFR2-BP antag,-15,5,-5,9,-61,25,-7,0
CHRM5 agonist,1,-4,4,1,-1,-4,-3,-4
M1 PAM parental,-9,29,6,16,13,27,0,7
TAAR1 agonist,8,8,4,-1,2,-1,18,10
M4 PAM,9,3,-9,6,7,9,2,-2

# Five records drawn at random from the list so far:
3	Cc1[nH]c2c(C)cccc2c1CC(=O)O
13	CC(C)(C)C(=O)NCCc1nc2ccccc2n1CC(=O)c1ccc(Cl)cc1
16	CCc1cccc(C)c1NC(=O)C1C2CCC(O2)C1C(=O)O (stereo not drawn)
4	CCOC(=O)c1nn(-c2ccccc2C)c(=O)c(C#N)c1C
6	CCOC(=O)C(=NC(C)CC)NNc1ccc(Br)cc1 (stereo not drawn)

Assay by compound,3,13,16,4,6
CRFBP-R2 agonist,-0.6,-8.4,0.2,-1.5,1.9
M5 PAM,5,1,-10,8,-5
TAAR1 antag,-4,-10,-19,9,-16
M5 antag,-6,-8,-1,0,13
CRFR2-BP antag,9,-61,0,20,-37
CHRM5 agonist,-1,-1,-4,-2,-3
M1 PAM parental,17,13,7,17,21
TAAR1 agonist,1,2,10,5,6
M4 PAM,2,7,-2,4,1

# Source: PubChem BioAssay (several laboratories)
